Compound activity deposited in PubChem BioAssay by several laboratories.
TDP2 absorb = TDP2 (human) inhibition, absorbance primary screen; hit rate 0.34% among 370,000; O95551; recombinant TDP2, T5PNP hydrolysis, p-nitrophenol absorbance 415 nm; AID 720702; inhibition, % at 12.8 µM;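 active = inhibition above the mean of all tested compounds plus 3 SD, set per campaign, cut at about 25% in these data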;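 note: 0% = DMSO with enzyme and 100% = buffer with substrate but no TDP2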
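Evaluation: % inhibition relative to enzyme-containing and enzyme-free wells. Material: recombinant human TDP2. Benchmarks: enzyme-free and DMSO wells. Timing: enzyme reaction with compound for 2 h at 37 °C. Compound dosing: 12.8 µM only. Measured by: p-Nitrophenol epi absorbance. Reagent: T5PNP substrate at 5 mM, a TopII-DNA adduct mimic. Replication: single well per compound.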
ABHD4 inh = inhibits mouse alpha/beta hydrolase domain 4; inhibition, % at 8.92 µM; hit rate 0.54% among 370,000; Q8VD66; purified mABHD4, FP-Rh probe fluorescence polarization; AID 720543;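 active = inhibition exceeding the mean over every tested compound plus 3 SD, cut at about 30% in these data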;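 note: 0% = plate median of compound wells and 100% = S159A mutant with DMSO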
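Material: mouse ABHD4 enzyme, wild type; Benchmarks: S159A mutant high control, sample median low control; Buffer or medium: HEPES pH 7.0, NaCl, Pluronic buffer; Signal: fluorescence polarization; Read-out: percent inhibition of probe binding, normalized to plate controls; Timing: pre-incubation 45 min, probe exposure 60 min, at 25 °C; Dosing: 8.92 µM, single dose.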
TCR CD3 inh = human TCR-CD3 binding inhibition. inhibition, % at 9.4 µM. hit rate 0.37% among 360,000. TAMRA-labeled TCR probe fluorescence, biochemical; in the data active = inhibition above about 19%;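 note: recombinant mutant TCR 2C K166C tagged with TAMRA read by polarization; 0% = receptor in buffer alone and 100% = receptor with positive control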
LEDGF integ inh = blocks HIV-1 LEDGF/p75-dependent DNA integration | TR-FRET IN-LEDGF/p75 DNA integration, Eu/Cy5 | inhibition, % at 3.7 µM | hit rate 0.64% among 370,000;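 active = inhibition above the screen-wide mean plus 3 SD, cut at about 13% in these data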;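 note: signal is the Cy5 over europium emission ratio at 671 and 618 nm; 0% = plate median of compound wells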
HTRA1 inh = inhibitors of human serine peptidase HTRA1; Q92743; recombinant HTRA1, FP-rhodamine activity-based probe, fluorescence polarization; inhibition, % at 5.96 µM; hit rate 0.5% among 340,000; AID 504803; in the data active = inhibition above about 36%;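 note: 0% = enzyme with DMSO and 100% = wells lacking enzyme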
Target sequence (Q92743 whole entry, looked up): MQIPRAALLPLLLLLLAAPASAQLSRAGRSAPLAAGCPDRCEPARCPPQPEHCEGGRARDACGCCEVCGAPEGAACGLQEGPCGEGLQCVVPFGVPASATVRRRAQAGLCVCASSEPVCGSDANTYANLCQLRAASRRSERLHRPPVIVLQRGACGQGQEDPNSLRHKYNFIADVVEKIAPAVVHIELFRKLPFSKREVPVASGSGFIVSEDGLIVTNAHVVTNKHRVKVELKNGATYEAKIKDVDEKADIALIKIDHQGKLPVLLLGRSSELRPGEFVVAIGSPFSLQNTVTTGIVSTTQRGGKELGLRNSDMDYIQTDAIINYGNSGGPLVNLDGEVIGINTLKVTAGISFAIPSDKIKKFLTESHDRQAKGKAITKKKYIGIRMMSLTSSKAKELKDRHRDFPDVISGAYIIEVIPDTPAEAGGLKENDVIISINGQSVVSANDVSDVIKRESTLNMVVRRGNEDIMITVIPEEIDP
GC-B act = GC-B (human) receptor activation | P20594 | HEK293-GC-B cells, CNP EC30, cGMP TR-FRET; 0% at EC30 CNP, 100% saturating CNP | activation, % at 10 µM | hit rate 0.11% among 370,000;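 active = activation at 10 µM reaching about 35% in either raw or pattern-adjusted values, limit read from the data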
MBD2 inh = MBD2-methylated oligo binding inhibition; inhibition, % at 4.4 µM; hit rate 0.31% among 370,000; TR-FRET, MBD2 binding to methylated oligonucleotide; in the data active = inhibition above about 13%
Target sequence (Q9UBB5 whole entry, looked up): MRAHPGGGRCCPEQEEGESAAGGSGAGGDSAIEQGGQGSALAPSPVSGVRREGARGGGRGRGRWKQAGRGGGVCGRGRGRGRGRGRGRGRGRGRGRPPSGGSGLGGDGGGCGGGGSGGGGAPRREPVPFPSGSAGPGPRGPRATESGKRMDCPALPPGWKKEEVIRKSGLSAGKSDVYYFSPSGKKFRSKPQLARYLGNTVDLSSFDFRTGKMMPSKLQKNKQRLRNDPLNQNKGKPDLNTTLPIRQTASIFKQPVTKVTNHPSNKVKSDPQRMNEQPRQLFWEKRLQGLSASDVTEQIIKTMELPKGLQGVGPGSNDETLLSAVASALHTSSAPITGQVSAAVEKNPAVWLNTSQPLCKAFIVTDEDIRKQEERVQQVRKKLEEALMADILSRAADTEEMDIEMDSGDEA
PRMT1 inh = PRMT1 (human) inhibition, primary screen. Q99873. recombinant PRMT1, activity-based probe fluorescence polarization. inhibition, % at 2.79 µM. hit rate 1.3% among 370,000;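 active = inhibition above about 21% made by adding two undisclosed values, limit read from the data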
SIAE primary = inhibitors of human sialic acid acetylesterase SIAE; inhibition, % at 9.66 µM; SIAE FP-Rh probe binding, fluorescence polarization; hit rate 0.69% among 370,000; Q9HAT2; AID 1053197;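 active = inhibition above a cutoff: mean of compounds within the control limits plus 3 SD of those, cut at about 17% in these data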;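 note: 0% = plate median of compound wells and 100% = probe without SIAE protein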
rCAG RNA binder = molecules binding r(CAG) RNA repeats. inhibition, % at 3 µM. AID 651821. r(CAG) RNA repeat, TO-PRO-1 dye displacement fluorescence. hit rate 1.3% among 370,000;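 active = inhibition above the plate cutoff, the mean of all test compounds on that plate plus 3 SD, cut at about 35% in these data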;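 note: 0% = DMSO alone and 100% = 100 µM mitoxantrone as full dye displacement; higher means more dye released from RNA so lower well fluorescence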
Numbers without * were called inactive; nt = no result given. These rows are one share of the data, so the mix of outcomes need not match the whole.

SMILES	TDP2 absorb	ABHD4 inh	TCR CD3 inh	LEDGF integ inh	HTRA1 inh	GC-B act	MBD2 inh	PRMT1 inh	SIAE primary	rCAG RNA binder
COc1ccc(OCC(=O)Sc2ccc(C)cc2)cc1	6	-6	3	2	3	-3	-4	33*	-2	-4
CCOCCOC(=O)c1ccc(NC(=O)c2cc3ccccc3o2)cc1	-3	-18	-4	0	-28	5	1	1	-4	-1
Cc1cccc(C)c1OCc1cc(C(=O)N2CCN(c3ccccc3)CC2C)no1 (centres undefined)	-17	-15	3	-7	-15	-1	12	3	-3	-3
O=S(=O)(Nc1ccc(Cl)cn1)c1ccc(Cl)cc1	-8	-10	-2	4	3	-6	7	1	-5	3
O=C(CC(CC(=O)c1ccccc1)c1ccncc1)c1ccccc1	0	-1	0	0	-7	3	5	3	1	-1
O=C(CN(Cc1ccccc1F)C(=O)Cn1nnc(-c2cccs2)n1)NCC1CCCO1 (centres undefined)	-7	2	5	-3	-3	-3	5	2	11	-3
CCOC(=O)c1cc(C#N)c(Oc2ccccc2)nc1-c1ccccc1	6	-9	7	4	-27	0	-5	-1	-1	-2
COc1ccc2nc(NC(=O)NC3CCCCC3)sc2c1	5	2	1	3	-5	1	-5	1	3	4
CC(C)Cc1cc(C(=O)N2CCCC(C(=O)c3cc(F)ccc3F)C2)n(C)n1 (centres undefined)	-6	2	12	2	-3	0	-6	-3	6	-8
CCC(C)N(C(=O)COC(=O)COc1c(C)cc(C)cc1C)C1CCS(=O)(=O)C1 (centres undefined)	2	-2	4	1	0	4	5	-5	4	-6
Cc1cc(C(=O)OCC(=O)NCCN2C(=O)CSC2=O)ccc1[N+](=O)[O-]	1	-4	-7	-3	-2	1	6	2	-1	1
COc1ccc(N(CC(=O)Nc2cccc([N+](=O)[O-])c2C)S(C)(=O)=O)cc1OC	1	-6	-2	4	6	1	-6	-2	9	1
Cc1cc(C)cc(NC(=O)c2c(C)nc3ccccn23)c1	-10	-4	5	2	-3	-4	2	-2	-1	-4
CC(=O)c1ccc(N(CC(=O)NC2CCCC2)C(=O)c2csnn2)cc1	-10	-1	2	-3	5	2	0	0	2	0
COC(=O)c1ccc(-c2ccc(/C=N/NC(=O)Cc3nnc(N)s3)o2)cc1	-10	7	1	-5	5	-6	-1	10	-12	16
O=C(COC(=O)c1ccc[nH]c1=O)NC1CCCCC1	-1	1	0	2	-6	1	-1	0	3	-2
OC(COc1ccc2ccccc2c1)Cn1ccnc1 (centres undefined)	-3	6	6	1	-3	0	-3	-1	4	-1
COc1ccc(CNC(=O)C2CCC(=O)N(CCCN3CCCC3=O)C2)cc1 (centres undefined)	5	-4	5	0	3	1	-4	3	4	-2
CCOc1ccc(N2CC(NS(=O)(=O)c3cccs3)CC2=O)cc1 (centres undefined)	-5	-2	9	2	-10	-3	2	-2	0	-4
O=C(Nc1cc(SCCO)cc([N+](=O)[O-])c1)c1ccc(Br)o1	-5	-1	2	2	-18	6	0	1	-7	0
O=C(COC(=O)c1ccc[nH]c1=O)c1ccc(Cl)s1	-10	-4	1	-1	4	1	-8	4	6	4
O=C(c1ccccc1)c1ccc(N2CCOCC2)c(NC(=O)c2ccco2)c1	-4	-3	6	0	-18	-2	1	2	1	-5
Cc1ccc(NC2CCCN(C(=O)CSc3ccncc3)C2)cc1C (centres undefined)	-3	1	-5	-4	4	-1	0	3	3	-7
COC(=O)Nc1nnc(-c2ccncc2)s1	3	-1	-1	-4	-5	-1	-3	2	-5	-1
CCN1C(=O)/C(=C/N(C)c2ccccc2)OC1=S	-3	4	-1	1	-4	5	0	-1	1	-5
CS(=O)(=O)N1CCN(c2ccccc2NC(=O)c2ccco2)CC1	-13	-4	2	3	6	3	3	2	6	0
COc1ccc(NC(=O)c2onc(C)c2Cl)cc1OC	3	0	-6	1	-2	-6	1	2	0	0
CC(=O)Nc1ccccc1Sc1ccc2c3c(cccc13)C(=O)N(c1ccc(C)cc1)C2=O	-10	-9	3	10	4	-5	3	2	3	5
COc1ccc(-c2ccc(=O)n(Cc3ccccc3)n2)cc1	7	-9	7	-1	-3	0	0	-2	2	-6
C/C=C/C(=O)OCC(=O)Nc1cc([N+](=O)[O-])ccc1Cl	-7	-1	-5	7	-2	2	-4	-3	5	1
O=[N+]([O-])c1ccccc1N/N=C/c1cc2ccccc2nc1Cl	-8	8	-3	4	3	-1	1	0	3	6
N#CC1=C(N)OC2=C(CCc3ccccc32)C1c1ccccc1Cl (centres undefined)	-1	4	-11	-1	-21	1	4	0	4	8
CC(=O)c1ccc(N2CCN(C(=O)c3ccc4c(=O)[nH]c5c(C(=O)NC6CCCC6)sc(=S)n5c4c3)CC2)cc1	4	34*	7	4	nt	-2	0	-4	-5	28
CCOc1nc(-c2ccccc2)c2cc(C)ccc2n1	3	-2	8	1	-12	-3	0	-4	-3	-2
C[C@H](CO)N1C[C@H](C)[C@@H](CN(C)C(=O)NC2CCCCC2)Oc2c(NS(=O)(=O)c3cccs3)cccc2C1=O	4	6	-7	2	4	4	-2	-4	-6	2
CCCCOc1ccc(C(=O)Nc2cccc(-n3cnnn3)c2)cc1OC	6	-16	-2	-1	-34	-4	0	1	-18	13
Cc1cc(NC(=O)c2ccc([N+](=O)[O-])cc2Cl)ccc1NC(=O)c1ccco1	4	5	-2	-2	2	4	1	4	4	0
CC(C)[C@H](NC(=O)OC(C)(C)C)C(=O)N1CCC(Oc2cccnc2)CC1	0	8	nt	6	nt	0	0	-10	1	-2
O=C(OCC(=O)N1CCc2ccccc2C1)c1ccc(Cl)c([N+](=O)[O-])c1	5	3	-5	-6	-2	6	-2	3	5	2
CC(=O)c1ccc(NC(=O)CCNC(=O)c2ccccc2Cl)cc1	5	0	0	0	-1	2	-5	0	-2	-2
Cc1cc(C(=O)CSc2nnc(-c3ccc4c(c3)OCO4)o2)c(C)n1-c1ccc(F)cc1	2	0	7	5	0	2	2	0	-4	3
COc1ccc(N2CC(C(=O)N3CCN(c4ccccc4)CC3)CC2=O)cc1 (centres undefined)	-5	4	3	3	-3	1	-1	0	-1	-5
Cc1noc(C)c1CNCc1ccccc1	-6	6	-9	-8	8	3	3	3	6	2
CNC(=S)N1N=C(c2ccccc2)CC1c1ccc(Br)cc1 (centres undefined)	4	-20	1	-5	-43	-9	1	-3	-12	1
COCc1cc(C)n(CC(=O)NCc2ccccc2)c(=O)c1C#N	-6	4	0	1	3	1	-1	-4	6	1
CNC(=O)Nc1cccc(-c2cc(-c3c(Cl)cccc3Cl)no2)c1	-24	-60	-2	1	-39	3	3	4	-30	9
Cn1c(=O)c2c(ncn2CC(=O)Nc2ccc3c(c2)OCO3)n(C)c1=O	-5	2	1	1	6	6	3	0	8	0
Cn1c(=N)n(CC(=O)c2ccc(Br)s2)c2ccccc21	12	4	5	1	-2	-12	-3	-2	3	14
O=S1(=O)CCOC[C@H](Cc2ccccc2)N1Cc1cccc(C(F)(F)F)c1	-6	-1	-3	0	-12	-6	-3	4	3	4
CN(C)S(=O)(=O)c1ccc(NC(=O)COc2cccc3c2OC(C)(C)C3)cc1	11	-4	3	0	0	2	0	-3	5	-2
O=C(COC(=O)/C=C/c1cccs1)NC(c1ccccc1)c1ccccc1	9	0	8	0	1	-3	2	0	-6	-2
COCCn1c(=S)[nH]c2cc(C(=O)NCCCN3CCOCC3)ccc2c1=O	13	-2	0	2	6	4	1	-5	-2	-2
CC(C)c1ccc(S(=O)(=O)Nc2ccc(N3CCOCC3)cc2)cc1	5	3	13	1	1	-1	2	-2	10	2
CCS(=O)(=O)/N=C(\N)c1ccccc1	-6	-5	8	-2	-2	1	-1	0	-3	-4
Cn1c(-c2sc3cc(C(F)(F)F)cnc3c2-c2cccnc2)n[nH]c1=S	-6	5	1	-1	4	-9	-3	2	2	2
Cc1nn(C(=O)c2cc3sccc3[nH]2)c(C)c1C	-9	-6	6	1	-14	-2	2	-2	-1	-1
COc1ccc(S(=O)(=O)/N=C2/NC(=O)/C(=C\c3ccco3)S2)cc1	4	17	2	9	-7	1	1	30*	-18	65*
O=C(Nc1cccc(-c2cn3ccccc3n2)c1)c1cccc(Cl)c1	-6	-14	-4	7	-79	3	2	0	-32	3
CC(=O)Nc1cccc(-c2nc3ccccc3n2C(C(=O)NC(C)(C)C)C2CC2)c1 (centres undefined)	-8	2	6	0	nt	3	0	1	-9	1
CC1=NN(C(N)=S)C(=O)C1N=Nc1ccccc1C (centres undefined)	-5	9	3	-2	-1	-11	-20	-2	-1	9

Additional entries:
SMILES	TDP2 absorb	ABHD4 inh	TCR CD3 inh	LEDGF integ inh	HTRA1 inh	GC-B act	MBD2 inh	PRMT1 inh	SIAE primary	rCAG RNA binder
O=C(COC(=O)CCc1c[nH]c2ccccc12)Nc1ccccc1C(F)(F)F	-28	-4	-1	6	-6	-4	2	-2	-11	-2
COc1ccc2c(c1)C(=NN)c1cc(OC)ccc1-2	13	6	0	0	-5	-1	-2	-6	1	8
CCCCn1c(N)c(N(CC(C)C)C(=O)C2CCN(c3ncnc4sc(C)c(C)c34)CC2)c(=O)[nH]c1=O	2	-3	-3	-3	-1	-8	1	-4	-5	2
COc1ccc(C(=O)Nn2cc3c(c2-c2ccccc2)c(=O)n(C)c(=O)n3C)cc1	0	1	2	2	1	1	-4	-2	3	9
CCOC(=O)c1cnc2c(C)cc(Cl)cc2c1N1CCN(C)CC1	3	3	9	-1	1	-8	-8	-1	2	-6
COc1ccc(OCC(=O)Nc2ccccc2Cl)cc1	4	1	4	-1	7	2	7	-4	-3	-3
COc1ccc(Cc2nc3ccc(S(=O)(=O)N4CCOCC4)cc3[nH]2)cc1	-13	-2	9	0	4	6	-5	1	2	0
CS(=O)(=O)c1cccc(C(=O)NCc2ccccc2)c1	6	4	0	-1	5	6	-1	11	5	3
CN1OC[C@@H]2CN(Cc3ccc4c(c3)OCO4)[C@H](c3ccc(N4CCCCC4)cc3)C[C@@H]21	-2	-6	-9	-2	nt	3	-1	2	-6	0
Cn1cncc1C#Cc1ccc2c(=O)c3ccccc3oc2c1	5	-8	3	1	-18	-17	-7	1	-10	4
O=C(O)c1sc2cc(C(F)(F)F)cnc2c1-c1ccccc1	7	1	6	1	6	-3	-1	-1	0	1
COc1cccc(CNC(=O)Cn2c(=O)oc3cc(S(=O)(=O)N4CCCCC4)ccc32)c1	8	-15	-6	-5	-9	2	3	1	-12	16

Filtered by structure, the compounds so far with bromine (3)
SMILES	TDP2 absorb	ABHD4 inh	TCR CD3 inh	LEDGF integ inh	HTRA1 inh	GC-B act	MBD2 inh	PRMT1 inh	SIAE primary	rCAG RNA binder
O=C(Nc1cc(SCCO)cc([N+](=O)[O-])c1)c1ccc(Br)o1	-5	-1	2	2	-18	6	0	1	-7	0
CNC(=S)N1N=C(c2ccccc2)CC1c1ccc(Br)cc1 (centres undefined)	4	-20	1	-5	-43	-9	1	-3	-12	1
Cn1c(=N)n(CC(=O)c2ccc(Br)s2)c2ccccc21	12	4	5	1	-2	-12	-3	-2	3	14
